# Screening data as filed in PubChem.
# FID counter – displaces DNA intercalator in HCV helicase counter-screen; DNA fluorescent intercalator displacement, fluorescence; inhibition, % at 7.9 µM; 0.17% of 290,000 active; AID 1845; in the data active means inhibition above about 37%;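 further: 0% = vehicle and 100% = reference compound; higher means more ethidium bromide displaced from hairpin DNA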
# VIM-2 inh – blocks Pseudomonas aeruginosa VIM-2 metallo-beta-lactamase; purified VIM-2, nitrocefin hydrolysis, epi-absorbance fluorescence; inhibition, % at 5.6 µM; 0.89% of 290,000 active; AID 1527;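 active means inhibition above the mean of all tested compounds plus 3 SD, cutoff set per screening run, cut at about 7.5% in these data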;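 further: red hydrolysis product quenches plate fluorescence so inhibitors raise well fluorescence; 0% = enzyme with DMSO and 100% = DMSO without enzyme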
# OXTR agonist – human OXTR agonism | 0.32% of 320,000 active | AID 2435 | CHO-OTR cells, Fluo-8 calcium fluorescence; normalized: DMSO 0%, oxytocin 100% | P30559 | activation, % at 3 µM;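 active means activation above the mean of all tested compounds plus 3 SD, cutoff set per screening run, cut at about 20% in these data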;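 further: peak over basal fluorescence ratio from a 100 s FLIPR kinetic read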
# Target sequence (P30559 whole entry, looked up): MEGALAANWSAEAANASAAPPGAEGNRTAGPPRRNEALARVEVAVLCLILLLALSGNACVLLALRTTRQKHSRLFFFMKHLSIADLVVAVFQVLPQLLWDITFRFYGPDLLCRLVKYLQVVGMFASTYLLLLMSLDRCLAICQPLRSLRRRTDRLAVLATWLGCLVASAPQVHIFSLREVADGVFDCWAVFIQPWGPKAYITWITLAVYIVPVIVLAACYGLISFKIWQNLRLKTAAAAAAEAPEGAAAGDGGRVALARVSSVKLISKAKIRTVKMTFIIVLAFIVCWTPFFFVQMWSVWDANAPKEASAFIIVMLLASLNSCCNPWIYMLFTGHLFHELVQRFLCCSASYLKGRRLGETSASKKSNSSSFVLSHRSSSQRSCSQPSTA
# NS3 helicase inh – HCV NS3 helicase inhibition | NS3 helicase DNA unwinding, Cy5 molecular beacon fluorescence | inhibition, % at 10.9 µM | 0.56% of 290,000 active | AID 1800;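 active means inhibition above the mean of all tested compounds plus 3 SD, set per campaign, cut at about 35% in these data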;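 further: 0% = DMSO wells and 100% = thioflavine S control wells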
#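 Test system: hepatitis C virus NS3 helicase domain fragment enzyme. Also added: annealed dual-labelled DNA beacon duplex, ATP-started. Timing: 60 min unwinding reaction at 25 °C after ATP addition. Technique: Cy5 fluorescence. Measure: % inhibition of unwinding.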
# GPR7 antag – blocks human GPR7 receptor signaling. P48145. GPR7-expressing cells, fluorescence antagonist assay. inhibition, % at 4.4 µM. 1.1% of 290,000 active. AID 1861; in the data active means inhibition above about 16%, passing the limit was not always enough;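 further: cells stimulated with the agonist NPW; 0% = agonist with vehicle and 100% = vehicle without agonist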
# IMP-1 inhibitor – blocks Pseudomonas aeruginosa IMP-1 metallo-beta-lactamase. 0.45% of 290,000 active. inhibition, % at 5.6 µM. purified IMP-1, nitrocefin hydrolysis, epi-absorbance fluorescence. AID 1556;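 active means inhibition above the mean plus 3 SD of all compounds in the same screening run, cut at about 4.5% in these data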;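 further: 0% = IMP-1 with DMSO and 100% = DMSO wells lacking enzyme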
#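 System: Purified IMP-1 | Read-out basis: Percent enzyme inhibition | Controls: IMP-1 with DMSO as 0%, enzyme-free DMSO as 100% | Replicates: One well per compound | Doses: 5.6 µM nominal single concentration | Detection: Epi-absorbance fluorescence, 480 nm excitation, 530 nm emission | Incubation: 25 °C, 15 min preincubation, 25 min reaction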
# PHOSPHO1 block – inhibitors of human PHOSPHO1 phosphatase. inhibition, % at 13.3 µM. recombinant PHOSPHO1, absorbance phosphatase assay. AID 1565. 1.1% of 290,000 active; in the data active means inhibition above about 60%
# Target sequence (Q8TCT1 whole entry, looked up): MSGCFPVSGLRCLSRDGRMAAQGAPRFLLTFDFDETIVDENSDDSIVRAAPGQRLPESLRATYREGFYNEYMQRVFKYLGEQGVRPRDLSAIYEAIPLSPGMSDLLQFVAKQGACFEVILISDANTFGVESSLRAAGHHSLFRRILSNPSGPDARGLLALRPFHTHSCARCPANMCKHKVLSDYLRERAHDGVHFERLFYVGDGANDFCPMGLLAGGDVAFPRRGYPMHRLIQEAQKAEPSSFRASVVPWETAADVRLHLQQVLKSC
# GalR3 antagonist – human GalR3 antagonism; 0.44% of 360,000 active; AID 651719; O60755; HEK293 GalR3-CNG cAMP membrane potential fluorescence; galR3 body fused to GalR1 C-terminus; inhibition, % at 3 µM;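 active means inhibition above the screen-wide average plus 3 SD, cut at about 13% in these data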;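 further: forskolin and galanin both at EC90 stimulate the cells; cAMP rise reported by CNG channel membrane potential dye signal; 0% = forskolin plus galanin with DMSO and 100% = forskolin alone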
# V1aR counter – V1a receptor agonism, counter-screen for OXTR agonists; P37288; CHO-V1R cells, Fluo-8 calcium fluorescence, agonist mode; 0% DMSO, 100% 3 nM vasopressin; activation, % at 3 µM; 0.25% of 320,000 active;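 active means activation above the mean activation of all tested compounds plus 3 SD, per screening run, cut at about 20% in these data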;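 further: signal is peak over basal fluorescence ratio across a 100 second FLIPR read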
# Target sequence (P37288 whole entry, looked up): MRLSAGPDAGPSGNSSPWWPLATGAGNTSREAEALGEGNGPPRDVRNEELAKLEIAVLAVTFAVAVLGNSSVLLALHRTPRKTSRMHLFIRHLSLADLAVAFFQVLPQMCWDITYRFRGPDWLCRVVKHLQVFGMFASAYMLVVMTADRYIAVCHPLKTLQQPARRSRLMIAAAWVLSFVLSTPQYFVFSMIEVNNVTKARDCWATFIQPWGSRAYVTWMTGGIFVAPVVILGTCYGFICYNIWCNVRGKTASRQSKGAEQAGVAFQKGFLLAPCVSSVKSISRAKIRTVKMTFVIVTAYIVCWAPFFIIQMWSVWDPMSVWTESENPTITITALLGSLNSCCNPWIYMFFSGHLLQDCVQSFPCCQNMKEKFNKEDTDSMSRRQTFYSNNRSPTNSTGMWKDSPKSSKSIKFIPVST
# Numbers without * were called inactive; · = not tested or not shown.
SMILES,FID counter,VIM-2 inh,OXTR agonist,NS3 helicase inh,GPR7 antag,IMP-1 inhibitor,PHOSPHO1 block,GalR3 antagonist,V1aR counter
COc1ccccc1S(=O)(=O)Cc1ccc(C(=O)NCc2cccs2)o1,-9.9,-4.5,-0.1,2.4,0.6,-4.5,6.2,-3.5,0.0
Cc1cccc(OCC(=O)N2CCN(C(=O)c3ccco3)CC2)c1,-11.2,-2.6,0.8,13.7,-5.1,-2.9,54.3,-1.9,1.1
C#Cc1ccc([C@@H]2C=C(C(=O)OCC=C)O[C@H](OCC)[C@H]2CCCO)cc1,-34.0,1.0,-0.6,-8.6,19.3,-1.0,26.2,-3.5,1.2
COc1ccc(S(=O)(=O)N2CCOCC2)cc1NC(=O)Cc1ccccc1Cl,-10.5,-1.1,-0.2,-5.8,-1.9,-4.0,-8.1,-4.5,0.7
CCOC(=O)c1cc(NC(=O)C2CCCO2)cc(C(=O)OCC)c1 (stereo unspecified),-16.5,-4.9,-0.4,2.1,-10.8,-1.1,-9.3,1.8,1.1
CN(CCOc1ccccc1)C(=S)Nc1ccc(OC(F)F)cc1,-6.8,-0.2,3.6,5.1,30.9*,-0.5,34.8,-8.8,4.2
COc1cccc(CN2CCN(c3nc4nonc4nc3N3CCCCC3)CC2=O)c1,-4.8,-2.8,-0.8,-2.1,-8.5,-3.8,0.8,-7.1,-0.3
CS(=O)(=O)N1CC(C(=O)NC2CCCC2)Oc2ccc(Cl)cc21 (stereo unspecified),-8.5,-2.0,1.5,0.2,-10.7,-1.9,37.9,-3.6,2.0
CCOc1ccc(S(=O)(=O)N(CC)CC(=O)NCc2ccncc2)cc1,-5.2,0.8,-0.4,2.3,1.3,-0.1,13.0,-6.8,-0.4
CN(Cc1cc2cc(F)ccc2[nH]1)Cc1nc(-c2cnccn2)no1,-3.3,-2.9,-0.1,-0.1,-18.6,-3.2,39.7,-1.0,-0.1
Cc1ccc2c(CC(=O)N3CCN(S(=O)(=O)c4cccs4)CC3)coc2c1,-23.3,-2.4,5.9,-3.6,-0.9,-4.6,8.3,-2.9,7.0
CCOc1ccc(OCC)c(S(=O)(=O)NNC(=O)c2c(C)nc3ccccn23)c1,-11.6,1.2,-0.7,-4.6,-8.4,-3.0,-2.8,-0.4,-0.9
CC(C)(C)N(Cc1ccccc1)C(=O)c1ccc2c(c1)OCCO2,-16.5,-4.6,-2.4,5.5,-4.0,-3.1,6.8,3.2,-0.8
COc1ccc(CCNC(=O)Cn2nnc(-c3cccs3)n2)cc1OC,-8.3,-3.2,0.1,3.9,-1.2,0.2,1.7,2.8,0.9
Nc1cccnc1Oc1ccc(F)cc1F,-2.2,-2.2,-0.4,-0.8,-13.2,-2.4,12.1,-5.7,1.4
COc1ccc(NS(=O)(=O)c2cccc(NC(=O)C3=NN(c4ccccc4)C(=O)CC3)c2)cc1,-40.1,0.3,1.2,-6.3,10.3,0.0,52.8,-0.3,4.5
O=C(Cc1ccc(Cl)cc1)Nc1ccc(NC(=O)c2ccccc2)cc1,0.5,-2.6,1.6,2.2,1.8,-5.3,-46.8,1.1,0.8
CCOc1ccc(S(=O)(=O)NCCC(=O)OCC(=O)N2CC(=O)Nc3ccccc32)cc1,-27.9,-2.4,-0.5,-3.6,4.3,-3.0,8.2,0.3,-0.2
CNC(=S)N(C)c1ccccc1,2.1,-1.9,0.5,3.4,-14.2,-0.9,10.8,-3.3,-0.3
NC1=NS(=O)(=O)NC1c1ccc(F)cc1 (stereo unspecified),0.3,3.8,7.9,16.8,3.5,0.9,-20.5,2.6,1.1
COc1ccccc1C1CCN(c2ccc(CO)cc2[N+](=O)[O-])CC1,-12.4,0.8,-2.6,-10.1,-11.5,-1.0,34.2,-0.6,-1.1
O=C(COc1ccccc1)Nc1nnc(S(=O)(=O)N2CCCCCC2)s1,-25.1,-1.2,1.2,3.7,0.3,-4.6,20.2,1.6,0.5
Cc1ccc(S(=O)(=O)N2CCN(C(=O)c3ccc(N4CCCC4)c([N+](=O)[O-])c3)CC2)cc1,-46.7,-0.8,-0.5,-0.2,3.0,-2.0,19.2,-2.4,-1.0
COc1ccc(NC(=O)Nc2ccccc2SC)c(OC)c1,-6.5,-0.7,-1.6,2.9,0.5,-2.5,20.6,-4.3,-0.5
C=CCN(C(=O)CSc1nc2[nH]ncc2c(=O)n1-c1ccccc1OC)c1ccccc1,-39.5,-5.0,1.1,-7.6,9.2,-6.1,-7.7,-3.1,4.4
CC1CCN(C(=O)c2ccc3c(c2)NC(=O)/C(=C/c2ccccc2)S3)CC1,-49.5,-2.2,0.1,-4.9,3.7,-2.2,46.9,-0.1,0.7
CSc1ccccc1OCc1cc(C(=O)N(C)CC2COCCO2)no1 (stereo unspecified),-18.9,-1.6,-0.7,2.8,-0.1,-0.1,22.6,-2.2,1.0
Cc1ccc(-c2nnc(-c3ccc4c(c3)OCO4)o2)cc1,-1.7,-0.5,0.9,-8.7,-6.6,-1.7,57.3,-5.7,0.6
CSc1ccc(CN2C(=O)NC3(CCCCCC3)C2=O)cc1,-23.7,0.0,-2.8,-17.7,-0.5,-1.1,13.6,-0.7,-1.7
Oc1ccc(C2N=C(c3ccccc3)NC(c3ccccc3)=N2)cc1,15.3,1.0,5.8,1.1,5.1,-1.0,1.0,-5.3,0.7
CCN(CC)CCCN1C(=O)C(=O)/C(=C(/O)c2ccc(Cl)cc2)C1c1ccccn1 (stereo unspecified),·,·,0.7,·,·,·,10.5,-3.0,1.9
O=C(NC1CCCCC1)C(c1ccccc1)N(C(=O)c1cccs1)c1ccc2c(c1)OCO2 (stereo unspecified),-6.2,-2.7,-1.1,-4.8,6.6,-2.7,12.6,1.0,0.0
C=C(C)CN(CC)C(=O)CN1C(=O)NC(C)(c2ccc3ccccc3c2)C1=O (stereo unspecified),-38.1,-3.9,2.0,0.1,-3.2,-2.3,42.2,-9.8,0.9
O=C1NC2(CCC3(CC2)OCCO3)NN1c1ccc(Cl)cc1,-0.3,2.5,1.1,3.2,-3.5,-0.9,-31.7,-5.2,0.0
O=C(COC(=O)c1ccc(Cl)c(Cl)c1)NC1CCCC1,-15.3,-1.9,5.3,-5.7,-9.0,-4.3,19.9,-8.6,0.9
S=C(Nc1ccccc1Cl)N1CCCCCC1,3.9,-0.7,0.7,-1.2,-7.8,-2.0,-3.9,-0.5,1.2

# Profiles, quoted from the list. Order of screens: FID counter	VIM-2 inh	OXTR agonist	NS3 helicase inh	GPR7 antag	IMP-1 inhibitor	PHOSPHO1 block	GalR3 antagonist	V1aR counter
# CSc1ccc(CN2C(=O)NC3(CCCCCC3)C2=O)cc1 is entered as -23.7	0.0	-2.8	-17.7	-0.5	-1.1	13.6	-0.7	-1.7
# O=C(COC(=O)c1ccc(Cl)c(Cl)c1)NC1CCCC1 is entered as -15.3	-1.9	5.3	-5.7	-9.0	-4.3	19.9	-8.6	0.9

# (listing goes on)
SMILES,FID counter,VIM-2 inh,OXTR agonist,NS3 helicase inh,GPR7 antag,IMP-1 inhibitor,PHOSPHO1 block,GalR3 antagonist,V1aR counter
COc1ccc(C2=NN(CN3C(=O)C(=O)c4ccccc43)C(c3cccc([N+](=O)[O-])c3)C2)cc1 (stereo unspecified),3.7,-2.2,-1.2,-0.4,-7.7,-3.7,19.5,-1.8,-1.5
O=C(O)c1ccc(Cl)c(S(=O)(=O)NCc2ccco2)c1,1.3,-0.9,0.0,3.1,-11.8,-2.1,-6.0,-0.2,0.6
CC(C)(C)CC(=O)NC(=S)Nc1ccccc1C(F)(F)F,-13.0,-2.5,-1.9,-9.5,-9.3,-0.8,21.6,2.6,-1.1
C=CCNC(=O)c1ccc2nc(Cc3ccc(OC)cc3)oc2c1,-16.8,-3.6,0.4,29.8,2.0,-4.0,·,-10.7,1.6
O=C1COc2ccc(S(=O)(=O)N3CCN(c4ccccc4F)CC3)cc2N1,-39.3,-2.5,3.5,-3.4,-8.6,-0.9,31.5,-5.2,5.3
CCOC(=O)c1sc(NC(=O)COc2ncnc3ccccc23)c(C(=O)OCC)c1C,-2.2,-0.8,-0.4,9.2,-6.9,-1.8,-3.3,-5.3,-0.1
Cc1cc(N2CCN(Cc3nc(-c4ccc(F)cc4)oc3C)CC2)cc(C)n1,9.3,-1.6,-1.2,-9.2,-16.4,-2.7,45.5,-5.3,-0.5
CC(=O)c1ccc2noc(-c3cccc(F)c3)c2c1,-5.0,0.3,-1.2,3.5,9.7,-1.6,23.9,-10.7,-0.2
CCOC(=O)C1CCN(C(=O)c2ccc(SC)cc2OC)CC1,-16.9,-0.5,0.0,-6.5,-15.8,2.3,-40.4,-0.2,-0.3
Cc1ccc[n+](CC(=O)Nc2cccc([N+](=O)[O-])c2)c1,15.8,0.9,0.4,-5.3,12.8,-0.3,16.1,1.6,-0.4
Cc1cccc2sc(N(CCCN(C)C)C(=O)c3ccc(C(=O)c4ccccc4)cc3)nc12,37.8*,-2.9,9.7,-75.7,16.0,-4.3,-9.0,-3.1,2.9
Cc1nn(-c2ncc(C(F)(F)F)cc2Cl)c(=O)n1-c1cccc(Cl)c1,-1.0,-1.5,-1.8,-5.8,-1.8,-5.0,-11.4,-2.3,0.8
CCN1C(=O)C(CC(=O)Nc2ccccc2)N(Cc2ccccn2)C1=S (stereo unspecified),-14.1,-0.8,0.6,-3.6,-5.9,-2.9,-9.8,-5.1,0.1
Cc1cc(OC(=O)N2CCOCC2)cc(C)c1Cl,-7.3,-2.8,-0.3,-3.0,-5.5,-3.0,-21.8,-4.5,1.6
O=C(N/N=C/c1cccc(OC(=O)c2ccco2)c1)c1ccc(F)cc1,-20.1,-1.2,-1.6,-6.3,21.6*,-1.3,-9.8,-13.2,0.3
COc1ccc(/C=N/n2c(C)cc(C)c(C(N)=O)c2=O)cc1,-2.2,-1.9,1.6,-1.8,0.5,-2.8,-4.8,-3.8,0.4
CCC(=O)NCc1cc(-c2nn(C)c(=O)c3ccccc23)ccc1C,-13.3,2.9,-1.3,-0.3,-5.9,-3.3,-9.1,-0.8,2.7
CCOC(=O)[C@@H]1[C@H]2COc3ccccc3[C@@H]2N2C(=O)N(c3ccc(OC)cc3)C(=O)[C@@]12C,-22.4,-1.5,-1.7,-2.1,-5.7,-1.8,-7.3,0.9,0.3
CCC(CC)NCc1ccc2c(c1)c1ccccc1n2CC,32.8,-0.8,6.0,-50.3,4.3,-2.9,45.5,-2.8,2.9
Cc1nc2ncnn2c(C)c1CCC(=O)NCc1ccccc1,-8.9,-0.9,-0.3,8.3,-8.6,-3.7,14.7,-6.2,0.0
CCCOc1ccc(C2NC(=O)NC(c3ccccc3)=C2C(C)=O)cc1OCC (stereo unspecified),-28.6,-2.2,-1.7,-0.6,2.3,-0.6,7.1,-4.9,0.1
COc1ccc(Nc2ncnc3ccc(C)cc23)cc1,-6.5,-1.9,-1.8,-4.9,-16.4,-1.7,18.3,-9.4,0.3
CC(C)(C)c1ccc(C(=O)NCCC(=O)NCc2ccco2)cc1,-17.7,-1.6,-0.7,3.4,3.9,2.4,-5.3,-5.6,0.9
NC1=NC(=O)C(Cc2cccc(Cl)c2)S1 (stereo unspecified),-7.0,0.5,1.5,-2.4,1.4,-1.5,-19.4,-1.6,0.1

# Outcome played no part in choosing rows, and some 4.3% of all compounds hit somewhere here.
